# High-throughput results as filed in PubChem.
# H1N1 NS1A inhibition: H1N1 influenza NS1A inhibitors, functional cell based assay (AID 504329) | one-dose inhibition, % at 12.5 µM; IC50 in µM for titrated hits | NS1A functional cell-based assay, percent inhibition; higher % means a stronger effect | 340,000 tested, 0.3% active; in the data active = a potency from the dose series; inconclusive = inhibition above about 27% without an active follow-up result; also: strong numbers were not always called active
# Salmonella PhoP GFP: Inhibition of PhoP regulon, Salmonella typhi GFP reporter cells, confirmation, 4 h (AID 1850); 310,000 tested, 0.33% active; inhibition, % at 50 µM; hits with a dose series show IC50 in µM; Salmonella Typhi PhoP-promoter GFP reporter, fluorescence, 4 h; higher % means a stronger effect; in the data active = a potency from the dose series; inconclusive = inhibition mostly from about 25% at the one dose, without a potency; inactive = the rest, 99 in 100 with inhibition below about 19%;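 also: 0% = induced wells with vehicle and 100% = uninduced wells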
# H37Rv inhibition: M. tuberculosis growth inhibition, HTS (AID 449762) | inhibition, % at 25 µM, or IC50 in µM where a hit was titrated | M. tuberculosis H37Rv growth inhibition, 7H9 media; higher % means a stronger effect | 330,000 tested, 0.59% active; in the data active = a potency from the dose series; inconclusive = inhibition above about 70% without an active follow-up result;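 also: bacterial growth assessed after seven days of incubation; strong numbers were not always called active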
# tuberculosis growth: growth inhibition of non-replicating M. tuberculosis (AID 488890). one-dose inhibition, % at 25 µM; IC50 in µM for titrated hits. 320,000 tested, 0.39% active. Mycobacterium tuberculosis non-replicating, growth inhibition; higher % means a stronger effect; in the data active = a potency from the dose series; inconclusive = inhibition mostly from about 82% at the one dose, without a potency; inactive = the rest, 99 in 100 with inhibition below about 76%;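 also: plate controls were DMSO cells for no effect and high antibiotic wells for full effect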
# VEEV TC-83 Vero: inhibitors of VEEV TC-83 cytopathic effect, confirmation, Vero cells (AID 588727) | Vero cells, VEEV TC-83 cytopathic effect inhibition; higher % means a stronger effect | one-dose inhibition, % at 20 µM; IC50 in µM for titrated hits | 350,000 tested, 0.13% active; in the data active = a potency from the dose series; inconclusive = inhibition mostly from about 14% at the one dose, without a potency; inactive = the rest, 99 in 100 with inhibition below about 12%; also: strong numbers were not always called active
# VEEV TC-83 Vero 10K pilot screen: also measured in VEEV TC-83 Vero; calls as there; inhibition, %; measured here: 10K pilot screen inhibition
# Numbers without * were called inactive; i = inactive; ? = inconclusive; . = not tested or not shown.
SMILES,H1N1 NS1A inhibition,Salmonella PhoP GFP,H37Rv inhibition,tuberculosis growth,VEEV TC-83 Vero,others
COc1ccccc1NS(=O)(=O)c1ccc2oc(SCc3ccc(F)cc3)nc2c1,-1%,-6%,1%,-10%,0.3%,
COc1cccc(CC(=O)Nc2cc(S(=O)(=O)N3CCCCC3)ccc2C)c1,-8%,.,-1%,18%,5.3%,
CSc1ncccc1C(=O)OCC(=O)Nc1ccc(Cl)cn1,-4%,.,1%,2%,4.2%,
COCCCN1C(=O)C(=O)/C(=C(/O)c2ccc(OC)cc2C)C1c1cccnc1 (configuration not stated),4%,-1%,-3%,-16%,0.2%,VEEV TC-83 Vero 10K pilot screen=0.9
CC1CCN(C2=NC(=O)/C(=C/c3ccccc3F)S2)CC1,-1%,9%,47%,72%,0.4%,
CCN1CCC(O)(C(C(=O)OC)c2ccccc2)CC1 (configuration not stated),-8%,.,.,.,i,
Cc1ccc(NC(=O)COC(=O)c2ccc3c(c2)OCCO3)cc1S(=O)(=O)N1CCOCC1,3%,7%,0%,13%,i,
Cc1cccc(Nc2nc(N3CCN(C)CC3)nc(N)c2[N+](=O)[O-])c1,-5%,6%,4%,40%,2.3%,
Cc1cc(Br)ccc1SCC(=O)OCC(=O)N1CCN(C(=O)c2ccco2)CC1,16%,-17%,-3%,20%,i,
COc1ccc(CC(=O)NCc2n[nH]c(=S)n2C)cc1,-1%,2%,1%,-13%,i,
CCOc1cc(/C=C2\N=C(C)OC2=O)cc(Cl)c1OCC(=O)OC,0%,0%,-4%,13%,4.6%,
O=C(CCN1C(=O)/C(=C/c2cccs2)SC1=S)NNC(=O)c1cccc(O)c1,-4%,13%,-8%,-5%,0.7%,
COc1ccc(-c2nc(CS(=O)(=O)CC(=O)NCCc3ccc(C)cc3)c(C)o2)cc1,4%,5%,-4%,-5%,1.7%,
COCc1[nH]nc2c1C1(CCC3(CC1)OCCO3)C(C#N)=C(N)O2,2%,-7%,0%,-10%,2.9%,
CCn1c(SCC(=O)O)nnc1-c1cc2c(C)nn(-c3ccccc3)c2s1,5%,9%,-6%,-11%,5.1%,
Cc1c(N=CN2CCOCC2)c(=O)n(C)c(=O)n1C,0%,3%,-4%,-5%,1.1%,
CC12CCC(=O)C=C1CCC1C2C(=O)CC2(C)C1CC[C@]2(O)C(=O)CO (some centres not stated),0%,4%,3%,18%,1.0%,
O=C(Nc1ccc(F)cc1)NC1(C(=O)NCc2ccco2)CCCCC1,5%,-21%,-8%,1%,0.9%,
CCOC(=O)CC(=O)Nc1cc(Cl)ccc1O,-4%,0%,0%,20%,1.1%,
OCC[C@@H]1C[C@@H](O)[C@H](O)[C@]2(OCc3ccccc32)O1,1%,12%,6%,3%,i,VEEV TC-83 Vero 10K pilot screen=0.7
CCOC(=O)C1CCCN(Cc2sccc2C)C1 (configuration not stated),5%,-4%,12%,22%,i,
COc1ccc(CN2C3CCC2CC(NC(=O)c2cccc(F)c2)C3)cc1 (configuration not stated),2%,-7%,6%,14%,i,
O=C(COC(=O)COc1ccccc1)NCc1ccc2c(c1)OCO2,-1%,.,3%,-3%,i,
CC1CCc2c(sc(NC(=O)CSc3nc(N)cc(=O)[nH]3)c2C(N)=O)C1 (configuration not stated),0%,.,.,.,5.3%,
C=CCSc1nnc(NC(=O)c2cccc(S(=O)(=O)N(C)c3ccccc3)c2)s1,-1%,-13%,-1%,19%,2.1%,
C/C(=N/n1cnnc1)c1cccnc1,-2%,-5%,6%,-6%,1.7%,
Cc1cccc(OCC(=O)Nc2ccccc2C(=O)N2CCOCC2)c1,4%,-4%,-2%,-14%,0.9%,
COc1ccc(CCNC(=O)COC(=O)CCC(=O)c2ccc(F)cc2)cc1,0%,-12%,-5%,45%,2.1%,
COc1cc2nc(SCc3ccc(Cl)cc3Cl)n(Cc3cccs3)c(=N)c2cc1OC,-4%,9%,2%,11%,i,
CCOC(=O)c1cc(=O)[nH]c2ccccc12,5%,18%,-7%,-4%,0.1%,
COc1ccc(Sc2nc(-c3ccccc3)ncc2C(=O)O)cc1,6%,-4%,-2%,16%,0.8%,VEEV TC-83 Vero 10K pilot screen=1.1
COC(=O)c1c(C)noc1-c1ccc(Cl)cc1,-3%,1%,-3%,-4%,1.6%,
CC[C@H](C)[C@@H](C(=O)NCCCCCCCCCCC(=O)N1CCN(C(=O)OC(C)(C)C)CC1)n1cc(CCCCN=C(NC(=O)OC(C)(C)C)NC(=O)OC(C)(C)C)nn1,.,-3%,?,?,.,
Cn1cnnc1SCC(=O)Nc1ccc2nc(SCc3cccc4ccccc34)sc2c1,2%,1%,1%,6%,3.8%,
CC1(C)CC(=O)C=C(OC(=O)c2ccc(Cl)cc2)C1,0%,-15%,3%,80%,i,
CC(NC(=O)CSc1nc2ccccc2c(=O)[nH]1)c1ccccc1 (configuration not stated),-1%,-6%,30%,71%,1.1%,
COc1cccc(CN2CCCC(C(=O)c3ccccc3SC)C2)c1O (configuration not stated),-4%,7%,4%,26%,1.7%,
Cc1cccc(N2CCN(C(=O)c3cn(C)c(=O)c4c3c3ccccc3n4C)CC2)c1C,14%,-9%,?,42%,i,
O=C(c1cc(-c2ccccc2)nc2ccccc12)N1CCN(c2ccccc2O)CC1,-4%,1%,?,27%,8.0%,
COc1ccc(N2CCN(C(=O)c3cc4c(s3)-c3ccccc3S(=O)(=O)C4)CC2)cc1,-4%,24%,-4%,6%,7.9%,
Cc1cc(-c2nnc(SCC(=O)Nc3ccccc3Cl)n2C)no1,-3%,3%,1%,18%,0.1%,
CCC(C)NC(=O)CSc1n[nH]c(-c2cc(Cl)ccc2OC)n1 (configuration not stated),7%,-3%,-1%,68%,2.9%,
CN(CC(=O)Nc1cccc(S(=O)(=O)N2CCCCC2)c1)Cc1ccc(F)cc1,-7%,.,1%,12%,5.2%,
CC1CCCN(C(=O)c2cccc(S(=O)(=O)Nc3cc(C(F)(F)F)ccc3Cl)c2)C1 (configuration not stated),-5%,-4%,-13%,28%,1.1%,
CCOc1ccccc1NC(=S)N(Cc1cc2ccc(C)cc2[nH]c1=O)CC1CCCN1CC (configuration not stated),0%,-4%,7%,55%,i,
CCS(=O)(=O)N1CCN(C(=O)c2cccs2)CC1,-1%,5%,-7%,-5%,5.9%,
COc1ccccc1/C=C/CN1CCC(Oc2ccc(C(=O)N3CCCC3)cc2)CC1,1%,-7%,-10%,59%,5.3%,
COc1ccc2nc(NC(=O)C(NS(=O)(=O)c3cccs3)C(C)C)sc2c1 (configuration not stated),-6%,-3%,1%,21%,0.9%,
CCN(CC)C(=O)c1ccc(NC(=O)COC(=O)c2ccc(Cl)s2)cc1,-14%,.,-1%,52%,i,
Cc1cc2cc(CNS(=O)(=O)c3ccc4ccccc4c3)ccc2n1C,47µM*,-7%,-3%,56%,1.8%,
CCCCC(=O)NC(c1ccc(Cl)cc1)c1ccc2cccnc2c1O (configuration not stated),-13%,-5%,-4%,-15%,?,
CC(=O)Nc1ccc(C2=NN(c3ccccc3)C(c3ccccc3)C2)cc1 (configuration not stated),-24%,-2%,3%,0%,1.5%,
Cc1cccc(OCC(=O)N/N=C/c2ccccc2C(=O)O)c1,-6%,7%,-3%,-5%,0.3%,
CSc1nnc(-c2cc3ccccc3cc2O)n1C,2%,-11%,-1%,11%,0.2%,
O=C(CCS(=O)(=O)c1ccccc1)NCc1ccccc1,21%,6%,-5%,15%,5.9%,
C=CCN(C(=O)Nc1ccc(OC)cc1)c1nnc(-c2ccncc2)s1,0%,8%,15%,12%,1.1%,
CCN(CC)CCNC(=O)c1c(O)c2c([nH]c1=O)CCCC2,-4%,-3%,4%,-5%,0.6%,
COc1cccc(NC(=O)c2ccc3c(SCC(=O)O)c4c(nc3c2)CCCC4)c1,-9%,-11%,0%,6%,1.0%,
Cc1csc(C(=O)O)c1NC(=O)c1cccc([N+](=O)[O-])c1,.,1%,-1%,2%,1.1%,
O=C(c1cccc(Cl)c1)N1CCCC(C(=O)N2CCN(c3ccccc3)CC2)C1 (configuration not stated),-8%,-2%,1%,16%,5.6%,

# 3 compounds picked at random from the list so far:
SMILES,H1N1 NS1A inhibition,Salmonella PhoP GFP,H37Rv inhibition,tuberculosis growth,VEEV TC-83 Vero,others
CCN(CC)CCNC(=O)c1c(O)c2c([nH]c1=O)CCCC2,-4%,-3%,4%,-5%,0.6%,
Cc1cc(-c2nnc(SCC(=O)Nc3ccccc3Cl)n2C)no1,-3%,3%,1%,18%,0.1%,
O=C(CCS(=O)(=O)c1ccccc1)NCc1ccccc1,21%,6%,-5%,15%,5.9%,

# Continuation.
SMILES,H1N1 NS1A inhibition,Salmonella PhoP GFP,H37Rv inhibition,tuberculosis growth,VEEV TC-83 Vero,others
CCC1(C(=O)OC)NC(c2ccco2)C2C(=O)N(c3ccc(C)cc3)C(=O)C21 (configuration not stated),9%,2%,-8%,5%,0.0%,
CCO[C@@H]1OC(C(=O)N2CCN(C)CC2)=C[C@H](C2CCCCC2)[C@H]1CCCO,-3%,3%,-1%,-10%,0.1%,
CCc1ccc(N(C(=O)c2csnn2)C(C(=O)NC(C)(C)C)c2cccnc2)cc1 (configuration not stated),-7%,4%,2%,0%,0.0%,
CCOc1ccc(C(=O)C(C)OC(=O)CN2C(=O)NC(C)(C)C2=O)cc1 (configuration not stated),-8%,-3%,2%,1%,1.6%,
CN(C)S(=O)(=O)N1CCC(C(=O)O)(c2ccccc2)CC1,-1%,-6%,-4%,-1%,0.8%,
COc1ccccc1CNC(=O)c1cc(-c2ccccc2)nn1Cc1cc(C)no1,5%,-2%,12%,21%,0.9%,
O=C(NCCCN1CCN(C2CCCCC2)CC1)Nc1ccccc1C(F)(F)F,-19%,2%,-7%,6%,i,
CC1(C)CC(=O)CC2(C1)NCC(c1ccccc1Cl)c1c2[nH]c2ccccc12 (configuration not stated),10%,-4%,-4%,22%,3.2%,
CN1CCN(C(c2ccc(C(F)(F)F)cc2)c2cc(Cl)c3cccnc3c2O)CC1 (configuration not stated),.,3%,22%,?,.,
O=C(CSc1nc2ccc([N+](=O)[O-])cc2[nH]1)NC1CCCCC1,-10%,6%,3%,78%,2.3%,
COc1cccc(C2C3=C(N=c4s/c(=C\c5ccc(O)cc5)c(=O)n42)c2ccccc2CC3)c1OC (configuration not stated),3%,-3%,65%,-9%,5.5%,
O=C(CN1CCN(C(=O)C2CCCO2)CC1)Nc1ccc(Cl)cc1 (configuration not stated),-11%,12%,3%,-1%,0.8%,
NC1=NC2(CCCCC2)n2c(nc3ccccc32)N1,2%,24%,-9%,2%,i,
COc1ccccc1NC(=O)c1oc2ccccc2c1NC(=O)c1ccco1,-2%,-3%,2%,-7%,8.3%,VEEV TC-83 Vero 10K pilot screen=6.3
O=C(Cc1ccc(Cl)cc1)Nc1ccc(N2CCCC2)cc1,-6%,-5%,6%,-2%,8.6%,
COc1ccccc1C/C(N)=N/O,-7%,-6%,2%,2%,i,
O=C(Cc1ccc(O)cc1)NCCNC(=S)NCc1ccccc1,-12%,1%,-5%,-19%,0.5%,
O=C1c2cccc3cccc(c23)C(=O)N1OS(=O)(=O)c1ccc(Br)cc1,-9%,-6%,5%,-12%,i,
Cc1cc(CNC(=O)COc2ccccc2F)c2ccccc2n1,-10%,1%,-5%,60%,0.8%,
O=C(CSc1nnc(COc2ccc(Cl)cc2)o1)N1c2ccccc2CCc2ccccc21,16%,3%,2%,22%,1.3%,
C=CCSC1=N/C(=C\c2ccsc2)C(=O)S1,1%,-4%,1%,?,8.1%,
CCN1CCN(c2cc3c(cc2F)c(=O)c(S(=O)(=O)c2ccccc2)cn3C)CC1,5%,2%,-2%,-4%,7.8%,
O=C(/C=C/c1ccc(Cl)c([N+](=O)[O-])c1)c1cccnc1,-8%,-2%,?,?,10%,

# Molecules from the list above that contain a nitro group on carbon, in the order listed:
SMILES,H1N1 NS1A inhibition,Salmonella PhoP GFP,H37Rv inhibition,tuberculosis growth,VEEV TC-83 Vero,others
Cc1cccc(Nc2nc(N3CCN(C)CC3)nc(N)c2[N+](=O)[O-])c1,-5%,6%,4%,40%,2.3%,
Cc1csc(C(=O)O)c1NC(=O)c1cccc([N+](=O)[O-])c1,.,1%,-1%,2%,1.1%,
O=C(CSc1nc2ccc([N+](=O)[O-])cc2[nH]1)NC1CCCCC1,-10%,6%,3%,78%,2.3%,
O=C(/C=C/c1ccc(Cl)c([N+](=O)[O-])c1)c1cccnc1,-8%,-2%,?,?,10%,
